Screening data: PubChem, several laboratories
dFosB act = activators of mouse delta FosB homodimer | hit rate 0.99% among 340,000 | purified delta FosB, TAMRA-CDK5 oligo fluorescence polarization; percent of positive-control signal above neutral wells | P13346 | activation, % at 25 µM;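 active = mean activation above about 17%, with every replicate also reaching it, limit read from the data, passing the limit was not always enough; inconclusive = only one of the two conditions met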;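 note: fluorescence polarization rise as delta FosB binds a TAMRA Cdk5 AP-1 oligo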
HTR5A ag = counter-screen for OPRM1-OPRD1 agonists: human HTR5A agonism | hit rate 0.61% among 340,000 | activation, % at 9.3 µM | AID 504692 | HTR5A agonist assay, luminescence, cell-based; in the data active = activation mostly above about 9.5%, no sharp cut-off; inactive = mostly below about 7.6%;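 note: 0% = cells with vehicle only and 100% = reference agonist; strong numbers were not always called active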
Target sequence (P47898 whole entry, looked up): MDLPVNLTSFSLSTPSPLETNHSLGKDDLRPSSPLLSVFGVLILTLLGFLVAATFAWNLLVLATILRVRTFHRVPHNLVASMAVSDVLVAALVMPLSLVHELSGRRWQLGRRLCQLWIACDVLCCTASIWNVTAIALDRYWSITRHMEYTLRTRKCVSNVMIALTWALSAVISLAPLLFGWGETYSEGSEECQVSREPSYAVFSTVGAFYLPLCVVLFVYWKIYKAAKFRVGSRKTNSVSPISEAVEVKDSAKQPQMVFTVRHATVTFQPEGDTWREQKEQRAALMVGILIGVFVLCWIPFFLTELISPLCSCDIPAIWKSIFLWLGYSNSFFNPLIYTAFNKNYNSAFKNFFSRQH
V-ATPase pH = yeast V-ATPase proton transport regulation by pHLuorin; response, % at 10 µM; hit rate 0.37% among 350,000; AID 504577; S. cerevisiae, pHLuorin cytosolic pH fluorescence; in the data active = response mostly above about 7.3%, no sharp cut-off; inactive = mostly below about 5.4%; note: actives read high; inactives centre near 0; some compounds called inactive have numbers as strong as hits; reference of the scale not given here
HTR5A inv ctr = counter-screen for OPRM1-OPRD1 inverse agonists: human HTR5A inverse agonism; HTR5A cell line, luminescence; hit rate 0.083% among 340,000; AID 504634; inhibition, % at 9.3 µM; in the data active = inhibition mostly above about 23%, no sharp cut-off; inactive = mostly below about 18%;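 note: 0% = cells with DMSO and 100% = no-cell wells with DMSO; some compounds called inactive have numbers as strong as hits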
CDK5 p35 inh = blocks human CDK5/p35 kinase activity | Recombinant CDK5/p35, ADP-Glo luminescence, 60 min | inhibition, % at 10 µM | hit rate 0.01% among 330,000 | Q00535+Q15078;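 active = highest replicate inhibition of at least 50% and at least 75% of replicates reaching 50%; inconclusive = only one of the two criteria met; inactive = both criteria failed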;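 note: plate controls were DMSO neutral control for no effect and GW8510 at 10 µM for full effect; many of its hits are not listed in these tables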
Wnt act = Wnt/beta-catenin pathway activation | AID 743398 | Wnt/beta-catenin reporter cell assay, activator, plate reader | hit rate 1.2% among 300,000 | activation, % at 9.35 µM; in the data active = activation above about 30%, passing the limit was not always enough; inconclusive = no clear call, values can overlap the other calls;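 note: 0% = neutral control wells and 100% = positive control wells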
NSD2 inh = blocks human histone methyltransferase NSD2 | NSD2 peptide methylation, AlphaScreen, 120 min | inhibition, % at 12.5 µM | hit rate 0.54% among 310,000 | AID 743445; in the data active = inhibition above about 50%
SR-BI DiI inh = blocks mouse SR-BI lipid uptake from DiI-HDL | Q61009 | ldlA[mSR-BI] CHO cells, DiI-HDL uptake fluorescence, 3 h | inhibition, % at 12.5 µM | hit rate 0.96% among 320,000 | AID 488896;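 active = mean replicate inhibition of at least 70% and a set share of replicates each scoring 70 or more; inconclusive = meets just one of the two criteria; inactive = fails both criteria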;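 note: 0% = median of neutral control wells and 100% = median of positive control wells; values of inactives mirror those of a sister screen read the other way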
Target sequence (Q61009 whole entry, looked up): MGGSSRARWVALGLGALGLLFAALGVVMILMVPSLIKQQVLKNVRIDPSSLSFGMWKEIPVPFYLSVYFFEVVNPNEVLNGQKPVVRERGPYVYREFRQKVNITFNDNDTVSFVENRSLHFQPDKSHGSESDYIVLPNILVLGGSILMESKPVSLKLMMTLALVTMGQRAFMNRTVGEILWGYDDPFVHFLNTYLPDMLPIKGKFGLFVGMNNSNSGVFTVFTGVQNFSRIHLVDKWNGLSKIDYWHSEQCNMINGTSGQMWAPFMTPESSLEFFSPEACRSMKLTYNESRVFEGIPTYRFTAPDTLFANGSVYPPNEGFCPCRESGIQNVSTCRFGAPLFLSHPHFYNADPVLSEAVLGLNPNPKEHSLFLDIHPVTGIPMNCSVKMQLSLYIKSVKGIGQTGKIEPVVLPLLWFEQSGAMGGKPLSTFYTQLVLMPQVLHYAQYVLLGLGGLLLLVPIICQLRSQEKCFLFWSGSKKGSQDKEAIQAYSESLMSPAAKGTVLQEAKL
PvdQ inh = blocks Pseudomonas aeruginosa PvdQ acylase activity. purified PvdQ acylase, fluorescence plate reader. inhibition, % at 10 µM. hit rate 0.063% among 340,000; in the data active = inhibition above about 30%, passing the limit was not always enough; inconclusive = no clear call, values can overlap the other calls;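 note: 0% = vehicle neutral wells and 100% = reference inhibitor wells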
MITF act = increases MITF-driven TRPM1 promoter luciferase signal | SK-MEL-5 TRPM1-promoter luciferase, 24 h; % of positive control, neutral wells = 0 | activation, % at 12.5 µM | hit rate 0.75% among 300,000 | AID 588334;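 active = mean activation of at least 80% with every replicate also reaching 80%; inconclusive = mean reaches 80% but some replicate falls short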;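 note: 0% = neutral control wells and 100% = parthenolide positive control wells; values of inactives mirror those of a sister screen read the other way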
* hit, by the source's call; ? = inconclusive; . = not tested or not shown.

SMILES	dFosB act	HTR5A ag	V-ATPase pH	HTR5A inv ctr	CDK5 p35 inh	Wnt act	NSD2 inh	SR-BI DiI inh	PvdQ inh	MITF act
CCCC(=O)Nc1ncnc2c1ncn2[C@@H]1O[C@@H]2OP(=O)(O)OC[C@H]2[C@H]1OC(=O)CCC	3	4	-3	-16	-0.6	5	.	-6	2	5
N#Cc1c(NC(=O)CN2CCOCC2)oc(-c2ccccc2)c1-c1ccccc1	-9	4	1	2	-1.9	0	3	12	-9	-8
CCCCNc1nc2ccccc2n1CC(=O)N1CCc2ccccc2C1	-2	.	-3	.	-0.7	.	1	21	-10	.
CCOc1ccc(S(=O)(=O)NCCC(=O)Nc2ncccc2C)cc1	-8	0	1	-24	2.1	0	-1	3	-15	3
NS(=O)(=O)c1ccc(Nc2c([N+](=O)[O-])cncc2[N+](=O)[O-])cc1	-3	-5	-2	17	0.8	-1	19	-23	-1	.
CCOc1ccc(NC(=O)CSc2nnc(-c3cc(C)[nH]n3)n2N)cc1	1	-1	-5	-33	1.4	0	1	-13	-9	7
Cc1ccc(NC(=O)c2nc3nccc(C)n3n2)c(C)c1	-4	-3	0	6	-0.6	-1	1	-9	-12	64
CCC1c2ccc(C)n2CCN1C(=O)Nc1cc(Cl)ccc1OC (stereo not given)	6	4	1	21	-0.2	.	-9	.	13	-1
Cn1nc(-c2ccc(Cl)cc2)c2cc(C(=O)NCCCN3CCCC3)sc21	-36	8	5	-25	1.9	-3	.	76*	5	-19
COC(=O)C1CCN(c2cnccn2)CC1	-2	-1	0	-8	-0.1	-2	-1	-10	-5	2
O=S(Cc1cc(Oc2ccccc2)nc(-c2ccccc2)n1)c1ccccc1 (stereo not given)	-9	2	1	-4	-0.4	.	-1	13	-6	0
CC1CCN(C(=O)COC(=O)c2ccc3c(c2)OCO3)CC1	-2	-1	-1	3	0.3	20	-4	-6	-6	67
O=C1/C(=C\Nc2ccc(OC(F)(F)F)cc2)CCN1c1ncccn1	-9	-10	-5	21	0.6	-1	0	-13	-6	44
Cc1ccc(NC(=O)COc2ccccc2)cc1Cl	-2	0	1	-1	-0.1	.	7	-19	-5	.
COc1ccc(S(=O)(=O)N2CCCCCC2)cc1C(=O)Nc1cc(C)ccn1	-31	0	2	-2	-1.5	-1	1	11	-2	-3
COc1ccccc1CNC(=O)CSc1nn2c(=O)c(C(C)(C)C)nnc2s1	-8	-1	3	2	1.4	-1	4	.	-17	6
Cc1nn(CCc2n[nH]c(=S)n2C)c(C)c1Br	6	0	0	2	4.0	-7	0	-6	6	-6
CCOc1ccc(-c2ncncc2-c2ccc(OC)cc2)c(O)c1	-7	3	-2	17	-0.5	.	5	36	8	14
CNC(=O)c1snnc1-c1ccccc1	1	-3	-1	6	1.0	-3	0	8	0	2
COc1cc(-c2nnc(NC(=O)c3ccco3)o2)cc(OC)c1OC	-3	3	-1	-9	-0.1	1	0	-19	8	4
CC(=O)Nc1ccc(/C(C)=N/NC(=O)c2ccncc2)cc1	-12	-2	-1	6	-0.7	1	1	-9	-1	-13
Nc1nc(-c2ccc3c(c2)OCCO3)cs1	4	1	-5	-3	0.5	.	4	11	-8	?
Cc1ccc(NC(C(=O)c2ccccc2)c2ccccc2)cc1 (stereo not given)	-6	1	-2	-5	-1.4	-4	2	-3	-18	20
O=C(N/N=C/c1sc(N2CCOCC2)nc1-c1ccccc1)c1ccccc1O	-2	-2	-1	-13	-0.7	-8	-5	41	-2	2
O=[N+]([O-])c1ccccc1S(=O)(=O)Nc1cccc(-c2ccc(N3CCCC3)nn2)c1	-10	-3	3	-3	0.8	2	2	0	-7	27

The listing continues.
SMILES	dFosB act	HTR5A ag	V-ATPase pH	HTR5A inv ctr	CDK5 p35 inh	Wnt act	NSD2 inh	SR-BI DiI inh	PvdQ inh	MITF act
Cc1cccc(CSc2nnc(C)c(=O)n2N)c1	5	3	-3	2	0.7	-1	-2	-3	2	2
Cn1ncc([N+](=O)[O-])c1C(=O)Nc1nc2ccccc2n1CCN1CCCCC1	1	.	3	.	0.1	.	-1	-7	-8	10
COc1ccc(/C=N/NC(=O)c2ccccc2O)cc1Cn1cc([N+](=O)[O-])cn1	3	-2	-1	6	0.0	2	0	-21	0	-8
CCCNC(=O)NC(=O)CSc1ccc2c(c1)OCCO2	-3	0	-1	-33	0.4	.	-1	1	7	-9
CC(=O)N1CCCc2cc(S(=O)(=O)N3CCCC(C(=O)N4CCN(c5cccc(Cl)c5)CC4)C3)ccc21 (stereo not given)	0	-1	-3	5	0.4	-6	2	45	-10	-56
COCCN(C(=O)c1csnn1)C(C(=O)NC1CCCCC1)c1sccc1C (stereo not given)	9	-2	-2	2	1.9	.	1	-9	9	.
Cc1nc(C)c(C(=O)N/N=C/c2cn(C)c3ccccc23)s1	-18	2	-2	2	-2.1	0	-2	5	-4	8
COCCSc1ncnc2c1oc1nc3c(cc12)COC(C)(C)C3	-25	0	-2	4	1.4	7	5	-6	-7	.
Cc1ccc(-c2cc(C(=O)Nc3cc(C)on3)no2)cc1	8	-1	4	2	-0.8	12	8	-8	3	39
COc1cc(/C=C/C(=O)NNc2c(F)c(F)cc(F)c2F)ccc1OC(F)F	3	-1	0	2	-0.2	.	-1	38	-13	-2
NC(=O)N/N=C/c1cc(Br)ccc1OC(=O)c1ccccc1	-6	-1	-1	2	-2.2	-5	2	6	4	-8
O=C1NC(=O)/C(=C/c2ccccc2Oc2ccc(Cl)cc2)S1	4	3	3	-12	1.1	.	0	-2	-10	-13
CN(C(=O)CSc1nnc(C2CC2)n1-c1ccccc1)C1CCS(=O)(=O)C1 (stereo not given)	-8	10	7	-26	0.2	-2	-2	-8	-1	8
O=C(Nc1ccc(C(=O)N2CCOCC2)cc1)c1ccccc1[N+](=O)[O-]	-3	3	-4	-33	0.1	3	-2	1	3	14
CC(=O)Oc1ccc2nc(/C=C/c3ccc(C=O)cc3)oc(=O)c2c1	-1	4	2	8	0.9	1	.	-6	-6	9
O=C(CCCc1ccccn1)c1ccccc1	-5	-3	-1	10	0.8	-2	0	-1	-8	-3
O=C(NNC(=O)c1ccccc1Cl)c1ccc2c(=O)n3c(nc2c1)CCC3	-2	-3	4	7	0.4	0	1	-3	-16	9
O=[N+]([O-])c1c(Nc2ccccc2O)cc(Cl)c2nonc12	3	-12	-4	8	4.2	-8	1	25	-9	-106
N=C1/C(=C/c2ccc(OCc3ccccc3F)cc2)C(=O)N=C2SC(CC(=O)N3CCOCC3)=NN12	-13	1	-2	-3	-2.5	10	.	-16	11	38
COC(=O)c1ccc(SCC(=O)NC2CCCCC2)c([N+](=O)[O-])c1	-7	-4	3	-24	-2.4	.	-1	-10	-9	-2
C=CCOc1cccc(/C=N/NC(=O)C(OC)c2ccccc2)c1 (stereo not given)	-14	2	2	-7	1.7	-1	-1	6	-18	.
CCOc1ccc(NC(=O)COC(=O)Cc2ccsc2)cc1	1	3	4	-7	2.0	11	-3	-14	-14	.
O=C(NCc1nc2ccccc2[nH]1)C1=C[C@H](c2csc3ccccc23)C[C@H](OCc2ccc(CO)cc2)O1	?	1	1	12	-0.9	-5	.	13	-10	-23
CC(/C=C/c1ccccc1)=N\Nc1ccccc1[N+](=O)[O-]	-1	-1	-4	4	-1.7	5	0	6	-11	42
Cc1c(C(=O)O)oc2ccc(S(=O)(=O)N3CC(C)CC(C)C3)cc12 (stereo not given)	-8	6	-3	10	1.7	0	-1	-10	-6	.

(next part)
SMILES	dFosB act	HTR5A ag	V-ATPase pH	HTR5A inv ctr	CDK5 p35 inh	Wnt act	NSD2 inh	SR-BI DiI inh	PvdQ inh	MITF act
O=S(=O)(c1ccc(Cl)nc1)N1CCCC1	-3	-5	1	13	-0.3	1	0	-20	-8	2
CC1(C)CC(=O)C2=C(C1)NC(=O)NC2c1ccccc1Cl (stereo not given)	-2	-6	0	24	3.0	0	0	-4	12	.
CC(C)(C)C(=O)N1CCN(c2ccc(NC(=O)c3ccc4c(c3)OCCO4)cc2)CC1	-4	-2	1	6	-1.1	-2	7	.	7	-41
CCOc1ccc(NC(=O)c2cccnc2SC)cc1	-2	2	1	-4	-0.7	3	-1	11	2	43
O=C(O)CSCC(=O)NC1CCCc2ccccc21 (stereo not given)	-2	1	3	-3	-0.4	-1	2	-35	-13	0
CCN(CC(=O)NCc1ccc(Cl)cc1)C(=O)c1ccc2cc(OC)ccc2c1	-14	-1	3	-19	0.4	-2	15	20	-7	-10
N#Cc1ccc(NC(=O)CN2C(=O)NC3(CCCC3)C2=O)cc1	-2	3	5	-9	0.0	-4	-4	.	12	-4
COC(=O)C(C)NC(=O)COc1ccc2ccccc2c1 (stereo not given)	5	5	9	-3	-2.9	3	.	.	-6	6
COc1ccc(C2(C)NC(=O)N(CC(=O)N3CCc4ccccc43)C2=O)cc1OC (stereo not given)	-4	-2	3	5	1.1	1	1	-18	-14	-7
Cc1ccc(CNC(=O)c2cc(-c3ccccc3)nn2CC2CC(c3cccc([N+](=O)[O-])c3)=NO2)cc1 (stereo not given)	0	5	-1	-19	-3.4	-2	.	1	8	-3
CCC(C)N(C(=O)COC(=O)CCc1c[nH]c2ccccc12)C1CCS(=O)(=O)C1 (stereo not given)	-7	7	-2	6	-0.6	.	0	6	-14	2

Some of the entries above, reformatted:
smiles | dFosB act | HTR5A ag | V-ATPase pH | HTR5A inv ctr | CDK5 p35 inh | Wnt act | NSD2 inh | SR-BI DiI inh | PvdQ inh | MITF act
CC1CCN(C(=O)COC(=O)c2ccc3c(c2)OCO3)CC1 | -2 | -1 | -1 | 3 | 0.3 | 20 | -4 | -6 | -6 | 67
O=C1/C(=C\Nc2ccc(OC(F)(F)F)cc2)CCN1c1ncccn1 | -9 | -10 | -5 | 21 | 0.6 | -1 | 0 | -13 | -6 | 44
Cc1ccc(NC(=O)COc2ccccc2)cc1Cl | -2 | 0 | 1 | -1 | -0.1 | . | 7 | -19 | -5 | .
COc1ccc(S(=O)(=O)N2CCCCCC2)cc1C(=O)Nc1cc(C)ccn1 | -31 | 0 | 2 | -2 | -1.5 | -1 | 1 | 11 | -2 | -3
COc1ccccc1CNC(=O)CSc1nn2c(=O)c(C(C)(C)C)nnc2s1 | -8 | -1 | 3 | 2 | 1.4 | -1 | 4 | . | -17 | 6
Cc1nn(CCc2n[nH]c(=S)n2C)c(C)c1Br | 6 | 0 | 0 | 2 | 4.0 | -7 | 0 | -6 | 6 | -6
CCOc1ccc(-c2ncncc2-c2ccc(OC)cc2)c(O)c1 | -7 | 3 | -2 | 17 | -0.5 | . | 5 | 36 | 8 | 14
CNC(=O)c1snnc1-c1ccccc1 | 1 | -3 | -1 | 6 | 1.0 | -3 | 0 | 8 | 0 | 2
COc1cc(-c2nnc(NC(=O)c3ccco3)o2)cc(OC)c1OC | -3 | 3 | -1 | -9 | -0.1 | 1 | 0 | -19 | 8 | 4
CC(=O)Nc1ccc(/C(C)=N/NC(=O)c2ccncc2)cc1 | -12 | -2 | -1 | 6 | -0.7 | 1 | 1 | -9 | -1 | -13
